# Assay outcomes (PubChem BioAssay)
# M5 PAM: CHRM5 positive allosteric modulation. CHO-K1 hM5, Fluo-8 calcium, ACh EC20 PAM; 0% = ACh EC20, 100% = ACh EC100. activation, % at 3 µM. AID 624038. hit rate 0.3% among 360,000. P08912;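 active means activation above the run cutoff, the mean activation of all test compounds plus 3 SD, cut at about 18% in these data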
#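 System: CHO-K1 cell line with stable human muscarinic M5 receptor expression | Also added: EC20 acetylcholine as agonist stimulus | Compound: One concentration, 3 µM final (nominal) | Timing: Fluo-8 loading 80 min at 37 °C plus 30 min room temperature | Measured by: Fluo-8 calcium dye fluorescence, kinetic read | Read-out basis: % activation, ACh-normalized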
# CHRM5 antagonist: CHRM5 antagonism in calcium assay | P08912 | CHO-hM5 cells, Fluo-8 calcium fluorescence, ACh EC80 | inhibition, % at 3 µM | hit rate 0.59% among 360,000 | AID 624040;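 active means inhibition above a per-plate cutoff, the mean of that plate's test compounds plus 3 SD, cut at about 27% in these data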;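 further: 0% = acetylcholine EC80 with DMSO and 100% = DMSO without agonist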
# M4 ag: CHRM4 agonism in calcium assay | P08173 | CHO-K1 hM4/Gqi5, Fluo-8 calcium fluorescence; vehicle 0%, full acetylcholine response 100% | activation, % at 3 µM | hit rate 0.14% among 360,000 | AID 624127;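 active means activation above the run mean over all test wells plus 3 SD, cut at about 32% in these data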;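 further: peak over basal fluorescence ratio per well then scaled between controls; 0% = DMSO wells and 100% = acetylcholine at EC100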
# Target sequence (P08173 whole entry, looked up): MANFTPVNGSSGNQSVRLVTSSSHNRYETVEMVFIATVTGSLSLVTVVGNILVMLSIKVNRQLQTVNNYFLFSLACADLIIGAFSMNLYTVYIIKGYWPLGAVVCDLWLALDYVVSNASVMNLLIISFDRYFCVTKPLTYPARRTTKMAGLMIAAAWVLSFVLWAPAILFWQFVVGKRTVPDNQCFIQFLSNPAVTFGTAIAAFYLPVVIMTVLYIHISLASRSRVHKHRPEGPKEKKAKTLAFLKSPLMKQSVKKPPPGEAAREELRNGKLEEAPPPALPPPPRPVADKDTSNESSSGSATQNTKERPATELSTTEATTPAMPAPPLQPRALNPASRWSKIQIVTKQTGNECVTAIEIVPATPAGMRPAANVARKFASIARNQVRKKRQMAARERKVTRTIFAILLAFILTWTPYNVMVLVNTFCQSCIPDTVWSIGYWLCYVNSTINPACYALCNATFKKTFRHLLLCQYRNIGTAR
# M4 PAM: CHRM4 positive allosteric modulation; P08173; CHO-K1 hM4/Gqi5, Fluo-8 calcium fluorescence, ACh EC20; 0% = ACh EC20, 100% = maximal ACh; activation, % at 3 µM; hit rate 0.4% among 360,000;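 active means activation above its plate's cutoff, the mean activation of sample wells plus 3 SD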; further: some results filed as inactive read as strong as hits
# CRFBP-R2 agonist: agonists of human CRF-binding protein/CRF-R2 receptor complex | HEK293 CRF-R2/CRF-BP, calcium dye fluorescence (FLIPR); percent of saturating CRF peptide response | activation, % at 13.2 µM | hit rate 0.46% among 350,000;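 active means activation of at least 50%, plus an integration ratio under a set limit after plate pattern correction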;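 further: plate controls were neutral control wells without compound for no effect and CRF at EC100 for full effect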
# CHRM5 agonist: CHRM5 agonism in calcium assay; P08912; CHO-K1 hM5 cells, Fluo-8 calcium fluorescence; 0% DMSO wells, 100% maximal acetylcholine response; activation, % at 3 µM; hit rate 0.19% among 360,000; AID 624037;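 active means activation above the run's mean over test compounds plus 3 SD, cut at about 23% in these data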;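 further: signal is peak over basal fluorescence ratio across the kinetic read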
# CRFR2-BP antag: CRF-BP/CRF-R2 complex antagonism. HEK293 CRF-R2/CRF-BP, CRF-induced calcium fluorescence. inhibition, % at 11.8 µM. hit rate 0.59% among 350,000. AID 588475;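 active means inhibition of the ligand-induced calcium signal above about 50% at the single tested concentration, limit read from the data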
# CHRM1 PAM: potentiates human M1 receptor response to acetylcholine. P11229. CHO-K1 hM1, Fluo-8 calcium fluorescence, ACh EC20; 0% = ACh EC20, 100% = maximal ACh. activation, % at 3 µM. hit rate 0.088% among 360,000. AID 588819; in the data active means activation above about 19%, passing the limit was not always enough
# CHRM4 antagonist: blocks acetylcholine activation of human M4 receptor; CHO-hM4 cells, ACh EC80, Fluo-8 calcium fluorescence; inhibition, % at 3 µM; hit rate 0.73% among 360,000; AID 624125;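 active means inhibition above its plate's cutoff, the mean inhibition of sample wells plus 3 SD, cut at about 27% in these data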;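 further: 0% = acetylcholine EC80 with DMSO and 100% = DMSO without agonist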
# Active calls of the source: *; x = no result given.
SMILES,M5 PAM,CHRM5 antagonist,M4 ag,M4 PAM,CRFBP-R2 agonist,CHRM5 agonist,CRFR2-BP antag,CHRM1 PAM,CHRM4 antagonist
Cc1ccc(C)c(Cn2cnc3c(oc4ccccc43)c2=O)c1,7,3,2,7,-4.8,-1,10,5,4
COc1ccc(OC)c(C(=O)CN2C(=O)C(=O)N(C3CCCC3)C2=O)c1,15,5,0,7,-2.8,-1,5,10,-2
COc1ccccc1CNC(=O)c1cccc(NC(=O)c2ccccc2)c1,-11,9,6,-11,0.1,0,1,-11,7
CC(C)c1ccc(/C=C(/C#N)c2nnc(NC(=O)c3ccccc3)s2)cc1,0,2,1,-1,28,-3,-56,7,0
CCOC(=O)C1CCCN(C(=O)c2cc3nc(-c4ccc5c(c4)OCO5)cc(C(F)(F)F)n3n2)C1 (stereo unspecified),4,-6,2,0,0.6,3,1,3,-7
O=C(CCN1C(=O)S/C(=C\c2ccc(F)cc2)C1=O)Nc1ccc(O)cc1C(=O)O,0,10,-1,4,-1.0,-3,13,3,2
Cc1ccc(OCC(=O)NNC(=O)C2CSC3(C)CCC(=O)N23)cc1 (stereo unspecified),-1,-1,0,8,-0.8,5,8,2,-8
CSc1nc2c(c(=O)[nH]1)C(c1ccncc1)C(C(=O)OC(C)C)=C(C)N2 (stereo unspecified),5,-3,1,4,-3.0,-7,14,11,6
O=C(NC1CCCC1)C(c1ccccn1)N(C(=O)c1csnn1)C1CC1 (stereo unspecified),2,4,0,9,-0.8,0,6,11,-4
Cc1ccc(CN2CCNC(=O)C2CC(=O)N2CCN(c3ncccn3)CC2)o1 (stereo unspecified),1,4,0,-10,2.2,0,-8,6,-2
COc1ccccc1NC(=S)Nc1cccc2cnccc12,-2,5,0,0,-3.7,-2,25,4,14
O=C1N=NC2=C1c1c3ccccc3c(O)n1CC2,-1,-2,2,0,-1.1,1,-9,15,-7
CC1SCC(NC(=O)c2ccc(Cl)cc2)CS1 (stereo unspecified),-16,11,12,-8,1.1,2,-10,-5,-6
Fc1nc(N2CCCC2)c(F)c(Oc2ccccc2Oc2c(F)c(F)nc(N3CCCC3)c2F)c1F,1,2,0,1,0.0,1,12,6,7
Cc1cccc(/C(N)=N/OC(=O)c2cccs2)c1,5,-10,0,2,-0.1,-7,-14,12,3
O=C(OCC(=O)N1CCCC1)c1ccc(S(=O)(=O)N2CCOCC2)cc1,0,-5,0,-5,-1.5,-4,14,0,0
CCCCC1SC(N)=NC1=O (stereo unspecified),3,0,0,5,1.3,6,-3,10,-9
O=C(OCCN1CCOCC1)C(c1ccccc1)c1ccccc1,2,-12,2,0,1.9,-7,1,-12,-7
COc1ccc(OC)c(-n2c(-c3cc(-c4ccc(F)cc4)n[nH]3)n[nH]c2=S)c1,2,-2,0,8,-1.7,1,-8,4,3
CC(C)(C)c1ccc(S(=O)(=O)NCCOCC(F)(F)C(F)F)cc1,-9,7,7,-3,-1.4,2,-5,8,-4
O=c1[nH]c2ccccc2nc1/C=C/c1ccc(F)cc1,-6,5,6,-9,35,5,-112,2,0
COc1ccc(CC(=O)N2CCN(c3ccccc3)CC2)cc1,-2,2,0,-1,-1.3,0,19,6,0
O=C1CNC(=S)N1C1CCCCCC1,-2,-6,0,4,4.0,-1,-49,-2,-12
C=C(C)c1cccc(C(C)(C)NC(=O)Nc2cc(C)ccc2OC)c1,0,7,-4,0,-0.6,-3,6,0,-2
CCC(C)[C@H](NC(=O)OC(C)(C)C)c1nnc(SCc2c(C)[nH]c(=O)[nH]c2=O)o1 (stereo partly specified),1,-4,0,0,4.5,2,20,2,10
O=C(O)c1cccnc1SC1CC(=O)N(c2ccccc2)C1=O (stereo unspecified),8,6,1,9,0.1,0,3,8,2
COc1ccc(NC(=O)CCN2CCN(S(=O)(=O)c3ccc(Br)cc3)CC2)cc1,-6,4,6,-1,-0.6,0,-6,0,-2
COc1ccc(Nc2ccnc(Nc3ccc(OC)cc3)n2)cc1,-13,9,12,-7,-1.1,8,-74,-2,10
CCn1c(CCc2nc3ccccc3[nH]2)n[nH]c1=S,-3,1,1,1,0.5,0,-2,0,-1
COc1ccc(CCNC(=O)c2cnc3ccccc3n2)cc1,-7,-3,12,0,-0.8,5,9,5,-8
C[C@H](NC(=O)C1(c2ccccc2)CCN(C(=O)OC(C)(C)C)CC1)C(=O)N[C@@H](C(=O)O)c1ccccc1,-1,4,1,3,0.0,2,7,2,6
O=S1(=O)CCN(Cc2ccccc2C(F)(F)F)CC1,8,3,2,-1,-0.4,-1,7,7,-10
O=C(Nc1ccc(Br)cn1)c1ccc([N+](=O)[O-])o1,-4,5,2,0,1.0,-2,19,6,-11
O=[N+]([O-])c1ccc(CSc2nc3ccccc3o2)cc1,-10,6,-1,-3,-4.9,-9,-32,5,1
COc1ccc(CN(C(=O)CSc2nnc(-c3c[nH]c4ccccc34)o2)c2ccc(F)cc2)cc1OC,-26,21,19,-12,3.2,5,-14,-5,41*
COCCN(C(=O)c1cc(OC)c(OC)c(OC)c1)c1c(N)n(Cc2ccccc2)c(=O)[nH]c1=O,0,9,0,9,-0.1,3,-3,7,-5
CCN(CC)S(=O)(=O)c1ccc(C(=O)NC2=C(C(=O)OC)SCC2)cc1,-10,-3,3,-5,-1.6,-5,5,-3,-18
CN(c1ccccc1)S(=O)(=O)c1cccc(NC(=O)COc2ccccc2)c1,-31,6,17,-5,0.1,-2,4,0,0
c1ccc(Nc2cccc(Nc3ccccc3)c2)cc1,-3,0,-2,-7,-1.7,-4,36,-10,0
CC(C)CC1NC(=O)c2cc3ccccc3cc2-n2c1nc1ccc(F)cc1c2=O (stereo unspecified),-10,-2,2,5,5.3,-3,-42,-1,-30
Cc1ccc(C(=O)NC2CCN(S(=O)(=O)c3ccc(F)cc3)CC2)cc1,1,0,0,-5,0.6,0,4,11,10
COc1cc(OC)nc(C(NC(=O)C2CCN(Cc3ccc(Oc4ccccc4)cc3)CC2)c2ccccc2C)n1 (stereo unspecified),-11,2,-1,-11,x,-3,x,-14,9
O=C(Nn1c(-c2ccc(Br)cc2)nc2ccccc2c1=O)c1cccnc1,-6,-6,2,-1,-2.9,2,1,-1,0
CCc1ccc(C(=O)CSc2nc3ccccc3c(=O)[nH]2)cc1,-13,6,-1,-8,-1.4,-2,0,-7,3
COc1ccc(C)c2sc(N(CCCN(C)C)C(=O)c3ccc(S(=O)(=O)N(C)C)cc3)nc12,6,-2,3,-7,-0.6,-6,-15,-17,5
CNc1cncc(-c2ccc(O)cc2)n1,-3,4,1,-1,x,-1,x,-7,4
Cc1ncsc1CCOC(=O)c1ccc(N2CCOCC2)c([N+](=O)[O-])c1,3,2,3,4,-0.1,5,-3,6,2
O=C(c1ccc(Cl)cc1)N1CCn2c1nc1ccccc12,3,6,1,0,-0.2,-2,1,16,-3
CCN(CC(=O)NCc1ccc(F)cc1)CC(O)COCc1cccc(OC)c1 (stereo unspecified),5,-1,0,1,0.8,-2,-7,2,7
CCn1c(CSCc2ccc(Cl)cc2)n[nH]c1=S,-7,0,2,4,3.1,-3,-6,10,-2
# Remaining list, next part.
SMILES,M5 PAM,CHRM5 antagonist,M4 ag,M4 PAM,CRFBP-R2 agonist,CHRM5 agonist,CRFR2-BP antag,CHRM1 PAM,CHRM4 antagonist
CN(C)CCCNC(=O)c1cc(Br)ccc1Cl,5,1,1,1,-0.6,-3,-2,-5,14
COCCNC(=O)C1(C)Cc2c(-c3cccc(C(F)(F)F)c3)ccnc2O1 (stereo unspecified),-2,-6,1,6,x,1,x,9,-13
Cc1ccc(NS(=O)(=O)c2ccc3c(c2)n(C)c(=O)c(=O)n3C)c(C)c1,2,8,3,2,-2.0,-4,-6,5,-8
COC(=O)N1CC(C)N(C(=O)OC)CC1C (stereo unspecified),3,1,1,-3,-3.0,-2,-25,1,4
CCN(CC)S(=O)(=O)c1ccc(-c2ccc(S(=O)(=O)N(CC)CC)cc2)cc1,-25,6,10,-12,0.1,-1,-7,-6,4
CCN(CC)S(=O)(=O)c1ccc(NC(=O)CSc2nnc(-c3ccc(F)cc3)o2)cc1,-10,4,19,-2,0.0,7,-3,-8,-3
COc1ccccc1C(=O)NNC(=O)c1csc(N2CCOCC2)n1,-4,6,1,-2,2.0,2,0,5,1
COc1cc(C(=O)NCCc2ccc(S(N)(=O)=O)cc2)ccc1OCc1c(C)noc1C,-4,-2,4,-2,0.4,2,4,0,5
